NR3A LBD binder: modulates the human NR3A ligand-binding domain. 2.5% of 340,000 active. NR3A LBD differential scanning fluorimetry, Tm shift; 0% = protein alone, 100% = glycine-bound protein. Tm shift relative to glycine control, % at 25 µM;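 active = melting temperature shift of at least 10% of the positive control shift, at one fixed dose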
tim23-1 inh: tim23-1 yeast growth inhibition; S. cerevisiae tim23-1 growth, BacTiter-Glo luminescence, 24 h; inhibition, % at 20 µM; 1.3% of 330,000 active; AID 463212;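 active = growth inhibition of the mutant yeast at or above 50%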;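 also: temperature-sensitive mutant grown at 25 °C; plate controls were DMSO-treated mutant yeast for no effect and medium wells lacking yeast for full effect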
MPTP inh: inhibitors of mitochondrial permeability transition pore | isolated mouse mitochondria, Ca2+ swelling absorbance, 30 min | inhibition, % at 10 µM | 1.4% of 360,000 active | AID 602449;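 active = inhibition of 50% or more, scaled per plate between neutral and stimulator controls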;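 also: 0% = DMSO wells given calcium and 100% = 1 mM EGTA wells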
APJ agonist: APJ receptor agonism; AID 2520; activation, % at 20 µM; 0.11% of 330,000 active; CHO-K1 APJ PathHunter beta-arrestin, luminescence; 0% DMSO wells, 100% apelin; P35414;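 active = activation more than six SD over the plate average, tested at 20 µM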;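 also: 0% = DMSO alone and 100% = apelin-13 at 10 nM; some results filed as inactive read as strong as hits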
Target sequence (P35414 whole entry, looked up): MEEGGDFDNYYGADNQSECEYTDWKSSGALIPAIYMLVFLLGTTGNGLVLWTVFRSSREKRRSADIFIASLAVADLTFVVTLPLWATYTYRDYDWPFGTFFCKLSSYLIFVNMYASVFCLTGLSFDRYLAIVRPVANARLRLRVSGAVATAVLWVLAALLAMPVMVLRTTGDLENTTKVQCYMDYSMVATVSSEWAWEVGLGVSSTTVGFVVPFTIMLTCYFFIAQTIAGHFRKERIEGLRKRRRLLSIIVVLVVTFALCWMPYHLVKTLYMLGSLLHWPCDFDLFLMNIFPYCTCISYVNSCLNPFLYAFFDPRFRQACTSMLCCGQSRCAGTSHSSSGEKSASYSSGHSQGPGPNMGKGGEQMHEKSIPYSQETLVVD
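assay system = CHO-K1 APJ beta-arrestin complementation cell line | input = cell density 1000 per well | dosing = compound 20 µM once, DMSO 1% | timing = compound 90 min 25 °C, reagent 1 h | measured by = luminescence from split beta-galactosidase complementation, Galacton Star/Emerald II substrate | read-out basis = APJ agonist activity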
MIN6 prolif: induces beta-cell replication in MIN6 cells; proliferation, % at 10 µM; 0.29% of 330,000 active; MIN6 cells proliferation, ATPlite luminescence, 48 h; cells starved in 0.2% serum; 100% = growth in 10% serum;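 active = compounds whose signal lies at least 3.5 SD above the mean of all wells on their plate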;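 also: 0% = DMSO-treated cells in low-serum medium and 100% = 10% serum control; some compounds called inactive have numbers as strong as hits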
TIM10 inh: growth inhibitors of TIM10 yeast strain; S. cerevisiae TIM10 strain growth, BacTiter-Glo luminescence, 24 h; inhibition, % at 10 µM; 1.4% of 330,000 active;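 active = inhibition of 40% or more at the single tested concentration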;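 also: wild-type TIM10 isogenic control strain grown at permissive 25 °C; 0% = DMSO yeast wells and 100% = minimal medium wells without yeast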
APJ antag: APJ receptor antagonism | CHO-K1 APJ beta-arrestin complementation, luminescence | inhibition, % at 20 µM | 0.32% of 330,000 active | AID 2521;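 active = inhibition above about 40% at 20 µM, limit read from the data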;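 also: cells challenged with 10 nM apelin-13 agonist together with compound; plate controls were apelin-13 plus DMSO wells for no effect and DMSO wells lacking apelin-13 for full effect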
NLRP3 yeast inh: inhibitors of NALP3 inflammasome in yeast | Yeast reconstituted NLRP3/ASC/caspase-1, beta-gal luminescence, 24 h | inhibition, % at 10 µM | 0.39% of 330,000 active;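 active = inhibition of 50% or more; inactive = inhibition below 50%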;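 also: plate controls were induced DMSO wells for no effect and uninduced yeast grown without galactose for full effect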
tim10-1 inh: growth inhibitors of tim10-1 mutant yeast | S. cerevisiae tim10-1 ts strain growth, BacTiter-Glo, 24 h | inhibition, % at 20 µM | 2.2% of 330,000 active;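 active = inhibition of at least 40%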;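 also: mutant grown at 25 °C; 0% = DMSO wells with yeast and 100% = wells holding no yeast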
Numbers without * were called inactive. Outcome played no part in choosing rows, and some 7.2% of all compounds hit somewhere here.

SMILES	NR3A LBD binder	tim23-1 inh	MPTP inh	APJ agonist	MIN6 prolif	TIM10 inh	APJ antag	NLRP3 yeast inh	tim10-1 inh
Cc1ccc(S(=O)(=O)c2nc(-c3ccc(F)cc3)oc2SCC(N)=O)cc1	3.5	18.5	1.1	1.4	-3.6	9.2	3.9	10.7	18.4
Cc1noc(C)c1C(=O)N1CCCC1	1.0	-11.5	0.3	-0.3	1.0	-14.4	12.9	18.9	-22.3
Nc1nc(NCCCN2CCOCC2)nc(Nc2ccccc2F)c1[N+](=O)[O-]	0.5	-12.0	2.1	-1.7	0.5	8.9	18.3	25.0	16.3
O=C1c2ccccc2C(=O)N1Cc1nc(-c2ccccc2)no1	3.7	9.0	-0.3	-2.4	-0.8	-3.8	3.1	11.8	29.7
CC(C)(C)c1cc[n+](-c2[nH]c(=O)sc2/C=N/N=C(\[O-])c2cccnc2)cc1	0.4	14.2	1.1	4.7	-1.7	4.3	9.3	20.0	0.5
CC(C)C(c1nnnn1Cc1ccc(F)cc1)N1CCN(C2CCCCC2)CC1 (stereo unspecified)	-1.1	3.7	2.3	2.9	-1.8	10.7	16.1	1.6	11.0
Cc1ccc(C(=S)N2CCN(Cc3ccccc3)CC2)cc1	-0.8	22.9	2.2	0.4	-0.8	-2.0	3.5	10.3	29.8
Cc1cc(C)n(CC(O)COc2ccccc2C(=O)Nc2ccccc2)n1 (stereo unspecified)	0.9	11.7	0.1	-3.1	1.0	17.9	10.2	1.4	25.4
Cc1cc(C)n(-c2ccc(C(=O)O)cc2)n1	0.8	5.7	-1.2	-1.6	-2.4	-2.3	-4.6	12.0	7.2
O=C(Nc1ccccc1)c1ccc(CSc2ncccn2)cc1	1.5	1.2	-0.8	-3.2	-4.6	25.9	1.1	25.1	-15.9
O=C(NCc1ccco1)c1ccc(NS(=O)(=O)c2cccc([N+](=O)[O-])c2)cc1	-3.3	4.0	-1.2	-0.2	-1.6	-6.9	-23.7	14.1	8.7
COc1ccc(/C=N/NC(=O)c2ccc(COc3ccccc3Cl)o2)cc1	-4.4	4.2	2.0	-0.4	-2.2	30.0	-5.9	17.5	27.0
Clc1ccc(CSc2ccc(-c3cccnc3)nn2)cc1	2.2	4.1	0.3	4.1	-3.2	-16.5	-26.0	10.5	-46.9
CN(C)c1oc(-c2cccs2)nc1C#N	0.0	16.4	-2.4	-3.2	-0.8	6.0	6.4	11.1	15.5
Fc1cccc(F)c1CSc1nc2ccccc2[nH]1	-1.2	32.4	6.6	0.2	-3.4	35.1	3.8	26.0	42.6*
O=C(c1ccccc1Br)N(Cc1ccccc1)c1ccccc1	-0.8	22.8	-1.0	-1.6	-1.3	-11.1	-6.1	-18.3	-2.2
CCc1cccc(C)c1NC(=O)C1C2CCC(O2)C1C(=O)O (stereo unspecified)	1.5	16.5	-0.5	3.8	-1.9	2.1	1.9	6.4	19.8
COc1cc(OC)c(NS(=O)(=O)c2cccc(C(=O)OCC(=O)NCC3CCCO3)c2)cc1Cl (stereo unspecified)	-0.4	13.1	0.4	0.5	-1.9	3.0	-19.3	23.7	7.1
Cc1onc(-c2ccccc2)c1-c1nnc(CN2CCN(S(=O)(=O)c3ccccc3)CC2)o1	-0.1	13.6	0.6	-1.0	-1.8	13.2	-14.8	15.6	2.5
O=C(O)[C@H]1CCCN1S(=O)(=O)c1cccc2cccnc12	1.4	-3.8	-2.3	-4.4	-1.9	3.0	13.0	12.0	-22.8
O=[N+]([O-])c1cccc(/C=N/n2c(C3CCCCC3)n[nH]c2=S)c1	-2.7	26.2	-0.2	-0.8	-0.2	15.8	6.1	28.9	26.0
Cc1c(C(=O)NN)sc(=S)n1C	-0.6	-3.1	-1.0	10.0	0.3	7.0	-45.5	0.7	-1.3
CCc1nnc(NC(=O)C(NC(=O)c2ccccc2Cl)C(C)C)s1 (stereo unspecified)	-1.1	-6.0	8.9	-2.7	2.7	7.4	11.5	-3.5	4.5
Cc1cc(C(=O)NCc2cccc(Cl)c2)c2ccccc2n1	-4.5	25.5	-0.8	-1.5	5.8	20.6	25.8	14.0	16.6
COc1cccc(CN2CCCC(C(=O)N3CCCCC3)C2)c1 (stereo unspecified)	0.0	19.2	-0.4	-2.9	0.3	7.9	19.3	4.2	-7.5

Further entries.
SMILES	NR3A LBD binder	tim23-1 inh	MPTP inh	APJ agonist	MIN6 prolif	TIM10 inh	APJ antag	NLRP3 yeast inh	tim10-1 inh
Cc1ccc(C(=O)Nc2ccccc2C(=O)O)cc1S(=O)(=O)Nc1ccc(Br)cc1	6.2	1.4	20.3	-4.1	-2.0	-7.1	13.3	6.4	0.1
N#CCCNc1c(Cl)cc(Cl)cc1C(=O)O	-1.3	10.9	-1.1	0.5	2.4	4.7	-7.4	22.2	-4.0
CC(=O)N1c2ccc(S(=O)(=O)N3c4ccccc4CC3C)cc2CC1C (stereo unspecified)	0.2	18.6	-0.9	-2.3	1.4	-8.1	-7.4	-2.7	21.5
COc1ccc(/C=C(\NC(=O)c2ccc(OC)cc2)C(=O)NC(CCSC)C(=O)O)cc1 (stereo unspecified)	2.1	-3.1	-0.4	-0.9	1.4	-1.8	19.2	15.3	-8.7
O=c1c2cccc3c2c(nn1-c1ccccc1)-c1ccccc1-3	6.0	22.4	-0.6	4.7	-1.8	27.1	-5.2	-6.8	35.5
CN1CCN(Cc2ccc(-c3ccc(Cl)cc3)o2)CC1	-0.2	23.9	0.6	2.3	-4.1	-5.3	-7.0	7.3	-7.8
CN1OC(Cn2cc(C#N)c(=O)n(C)c2=O)CC1c1ccccc1 (stereo unspecified)	-0.2	3.0	-0.2	-1.5	-2.0	14.8	12.5	21.5	-8.7
CC(C)CNC(=S)N1CCC(NC(=O)C23CC4CC(CC(C4)C2)C3)CC1	-0.9	-6.0	-1.1	-1.6	-0.8	8.9	13.3	-1.4	11.8
CC(C)(C)OC(=O)Nc1ncnc2c1ncn2C1OC(CO)C2OC(C)(C)OC21 (stereo unspecified)	-0.4	12.8	1.4	1.2	-2.3	-9.7	-1.1	-0.7	-9.4
NS(=O)(=O)c1ccc(Oc2ccc(S(N)(=O)=O)cc2)cc1	1.1	4.8	-2.8	0.9	-1.1	-1.8	0.0	12.1	11.7
O=S(=O)(c1ccc2ccccc2c1)N1CCC(c2nc(-c3ccncc3)no2)CC1	-24.7	23.5	8.5	1.3	-1.9	-20.4	3.8	17.7	11.8
O=C(N/N=C/c1coc2ccccc2c1=O)c1cc2ccccc2o1	-1.1	20.2	5.1	-0.8	0.0	8.0	-14.9	15.3	3.8
CCC(COC(=O)c1ccccc1)Oc1cc(NCc2ccccc2)c2ncn(C(C)C)c2c1 (stereo unspecified)	2.3	11.5	-0.3	-2.3	-6.2	-5.6	-5.1	12.7	16.4
COc1ncnc2c1ncn2CC1COC(C)(C)O1 (stereo unspecified)	0.9	3.1	0.4	3.9	-3.8	20.9	-5.4	-2.7	1.7
CC(=O)C[C@@H](O)CC(=O)[C@@H]1OC(=O)[C@H](C)C/C=C\Cc2ccccc21	-2.0	14.7	-2.2	1.5	-1.9	5.0	-3.9	1.5	10.8
CC(=O)Nc1nonc1-c1nc2ccccc2n1CCC#N	-1.3	4.0	-0.7	-0.5	-1.4	2.7	8.7	9.9	4.5
Cc1cc(C)cc(N(CC(=O)NCc2cccnc2)S(C)(=O)=O)c1	1.4	-1.8	-0.6	5.4	1.6	-0.5	7.5	-2.5	-9.4
NC(=O)NC(Cc1ccccc1)C(=O)Nc1ccc(S(N)(=O)=O)cc1 (stereo unspecified)	1.4	14.6	-3.5	0.3	-2.3	-2.9	-9.4	3.0	10.0
CCNc1nc2[nH]c(=O)c3c(c2s1)OC(N)=C(C#N)C3c1ccc(C)cc1 (stereo unspecified)	0.0	15.4	-3.6	-0.8	-0.5	3.1	-15.3	26.8	5.1
CCN(CC#CCC(O)(c1ccccc1)C1CCCC1)C(C)C (stereo unspecified)	-8.3	15.1	77.7*	-5.0	-1.8	-0.1	15.9	17.3	6.3
COC(=O)CSc1nc(NC#N)nc(NC(C)C)n1	0.3	-4.1	-0.8	-0.6	-0.6	10.3	-6.6	-7.6	-8.7
CNC(C)C#Cc1ccc2oc3cc(C)c(C)cc3c(=O)c2c1 (stereo unspecified)	-11.5	21.2	2.4	-3.4	-8.5	8.5	-22.0	3.0	11.1
Cc1ccc(C(=O)N2CCC3(CC2)Oc2ccc(F)cc2C(=O)C32CC(c3ccc(Cl)cc3)=NO2)s1 (stereo unspecified)	0.8	0.3	-0.3	-1.1	-8.1	-6.1	3.0	16.4	50.8*
Cc1ccc(S(=O)(=O)NC2(C(F)(F)F)NC(=O)N(c3ccc(F)cc3)C2=O)cc1 (stereo unspecified)	-3.0	5.1	0.0	1.2	-2.0	-7.1	1.5	0.8	20.0
N#CC1=C(N)Oc2cc(N)ccc2C1c1ccsc1 (stereo unspecified)	0.3	1.0	1.0	-2.4	-1.6	-8.8	-20.0	6.4	-19.2

Carrying on:
SMILES	NR3A LBD binder	tim23-1 inh	MPTP inh	APJ agonist	MIN6 prolif	TIM10 inh	APJ antag	NLRP3 yeast inh	tim10-1 inh
O=C(COC(=O)C12CC3CC(CC(O)(C3)C1)C2)Nc1cccc(Br)c1	1.2	20.1	-2.7	4.4	-0.3	4.1	5.8	-5.2	19.6
CC(C)OC(=O)c1nnc(Cc2ccc(F)cc2)o1	-1.6	14.8	-0.1	-3.3	-0.9	2.2	16.8	-0.3	8.3
c1ccc(-c2cn(-c3ccccc3)c3ncnc(NCCCN4CCOCC4)c23)cc1	-1.5	30.2	-3.0	0.0	-5.3	16.5	13.3	19.2	15.6
O=[N+]([O-])c1cc2c(c(CSc3ncccn3)c1)OCOC2	0.8	12.5	-3.0	-3.1	2.3	-0.1	6.2	20.7	-13.7
c1ccc2c(c1)ncn2CCn1cnc2ccccc21	0.3	4.4	-0.7	2.3	-3.1	2.9	-0.1	16.7	0.8
C/C(=N/NC(=O)c1nnn(-c2nonc2N)c1-c1ccccc1)c1ccc2c(c1)OCO2	-0.5	-33.6	-1.6	0.6	-1.2	-31.5	1.8	16.0	-21.3
COc1cccc(NC(=O)c2cc(=O)c3ccccc3o2)c1	0.3	2.8	-0.7	-13.0	2.3	-0.5	7.6	17.1	-2.8
COc1ccc(CCN(C)C(=O)c2cc(-c3ccccc3)nc3ccccc23)cc1OC	1.0	20.9	-2.0	-2.6	-0.2	11.1	-13.0	-8.6	22.4
O=C(CC12CC3CC(CC(C3)C1)C2)Nc1ccc(C(=O)O)cc1	-2.4	12.7	-3.1	0.0	0.0	-5.5	4.6	23.9	-1.5
O=c1n(-c2ccccc2)c(=O)n(Cc2ccccn2)n1Cc1ccccn1	2.1	-4.7	-1.1	2.4	0.0	14.2	3.5	6.4	1.3
Cc1ccc(C)c(OCCNc2ncccc2[N+](=O)[O-])c1	3.2	15.5	1.9	-5.2	0.1	-9.0	14.5	27.1	13.8

3 entries from above, ordered by the number in APJ antag, rising:
Molecule,APJ antag
c1ccc2c(c1)ncn2CCn1cnc2ccccc21,-0.1
O=c1n(-c2ccccc2)c(=O)n(Cc2ccccn2)n1Cc1ccccn1,3.5
O=C(COC(=O)C12CC3CC(CC(O)(C3)C1)C2)Nc1cccc(Br)c1,5.8

Structures above printed as active in MPTP inh:
canonical_smiles	NR3A LBD binder	MPTP inh	APJ agonist	APJ antag	NLRP3 yeast inh
CCN(CC#CCC(O)(c1ccccc1)C1CCCC1)C(C)C (stereo unspecified)	-8.3	77.7*	-5.0	15.9	17.3

Screens (PubChem BioAssay)
